Screening data as filed in PubChem.
APOBEC3G inh = APOBEC3G (human) deaminase inhibition. recombinant A3G, ssDNA deamination FAM/TAMRA fluorescence. inhibition, % at 20 µM. actives 0.28% (n = 330,000). AID 493012;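 active means inhibition of at least 40% at 20 µM, with no more than 30% in the related APOBEC3A deaminase screen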;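 further: plate controls were DMSO wells with A3G for no effect and wells lacking A3G enzyme for full effect; some compounds called inactive have numbers as strong as hits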
SENP1 inh = inhibitors of human SENP1 SUMO protease catalytic domain; inhibition, % at 10 µM; actives 0.21% (n = 360,000); recombinant SENP1 catalytic domain, CyPet-SUMO1-YPet FRET cleavage; AID 624204; Q9P0U3;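 active means inhibition at least 30% at 10 µM, raw YFP signal under a set limit, fluorescence ratio 0.5 to 1.5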;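 further: 0% = enzyme with DMSO and 100% = no enzyme wells; some results filed as inactive read as strong as hits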
Target sequence (Q9P0U3 419-644 limits assumed): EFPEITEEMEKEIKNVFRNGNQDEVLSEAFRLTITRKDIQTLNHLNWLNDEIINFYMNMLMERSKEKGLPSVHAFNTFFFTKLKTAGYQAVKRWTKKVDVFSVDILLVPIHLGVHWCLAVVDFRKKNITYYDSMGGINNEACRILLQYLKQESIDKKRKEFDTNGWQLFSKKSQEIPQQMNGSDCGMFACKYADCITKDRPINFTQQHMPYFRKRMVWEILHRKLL
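system = hSENP1 catalytic domain, recombinant | reagent = SFCypet-SUMO1-SFYpet substrate at 25 nM | doses = one dose per compound, 10 µM, 0.5% DMSO | incubation = enzyme reaction for 50 min at room temperature, dark | measured by = FRET, CFP and YFP emission | controls = no-enzyme low, enzyme-DMSO high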
SENP7 inh = SENP7 protease inhibition. Q9BQF6. inhibition, % at 5 µM. recombinant SENP7, Z-RLRGG-aminoluciferin luminescence, 40 min. actives 1.5% (n = 330,000);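 active means inhibition above about 50% at the single test dose, limit read from the data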;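 further: plate controls were DMSO with enzyme for no effect and no enzyme buffer wells for full effect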
Target sequence (Q9BQF6 706-1050 limits assumed): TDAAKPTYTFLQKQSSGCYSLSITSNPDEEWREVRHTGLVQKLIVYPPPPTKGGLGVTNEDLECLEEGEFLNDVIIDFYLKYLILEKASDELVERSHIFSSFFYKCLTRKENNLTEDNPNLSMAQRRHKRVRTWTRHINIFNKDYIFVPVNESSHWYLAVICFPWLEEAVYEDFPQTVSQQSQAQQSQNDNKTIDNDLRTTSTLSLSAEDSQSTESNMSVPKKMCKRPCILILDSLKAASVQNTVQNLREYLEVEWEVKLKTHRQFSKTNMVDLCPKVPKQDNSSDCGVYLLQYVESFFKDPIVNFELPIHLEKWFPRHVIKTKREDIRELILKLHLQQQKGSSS
SENP8 block-1 = blocks the human protease SENP8; Q96LD8; purified SENP8, Z-RLRGG-aminoluciferin cleavage, luminescence; inhibition, % at 10 µM; actives 1.2% (n = 330,000); AID 2540; in the data active means inhibition above about 50%
Apaf-1 inh = human Apaf-1 inhibition | reconstituted apoptosome caspase-3 activity, DEVD-Rh110 fluorescence | inhibition, % at 20 µM | actives 0.71% (n = 330,000) | AID 489030; active means inhibition of at least 40% at 20 µM;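 further: plate controls were DMSO wells for no effect and DEVD-CHO caspase inhibitor wells for full effect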
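System: Apoptosome proteins | Medium: Hepes pH 7.5 with detergent and BSA | Also added: Cytochrome c trigger plus (Z-DEVD)2-Rh110 caspase-3 substrate | Incubation: 30 min compound preincubation, 50 min activation, room temperature | Detection: Rhodamine 110 fluorescence at Ex 480/Em 540 nm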
SENP6 block = blocks the human protease SENP6; Q9GZR1; Recombinant SENP6 catalytic domain, aminoluciferin luminescence; inhibition, % at 10 µM; actives 1.8% (n = 330,000);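 active means inhibition above about 50% at the single tested dose, limit read from the data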;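 further: plate controls were DMSO wells with enzyme for no effect and DMSO wells lacking enzyme for full effect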
Target sequence (Q9GZR1 628-1112 limits assumed): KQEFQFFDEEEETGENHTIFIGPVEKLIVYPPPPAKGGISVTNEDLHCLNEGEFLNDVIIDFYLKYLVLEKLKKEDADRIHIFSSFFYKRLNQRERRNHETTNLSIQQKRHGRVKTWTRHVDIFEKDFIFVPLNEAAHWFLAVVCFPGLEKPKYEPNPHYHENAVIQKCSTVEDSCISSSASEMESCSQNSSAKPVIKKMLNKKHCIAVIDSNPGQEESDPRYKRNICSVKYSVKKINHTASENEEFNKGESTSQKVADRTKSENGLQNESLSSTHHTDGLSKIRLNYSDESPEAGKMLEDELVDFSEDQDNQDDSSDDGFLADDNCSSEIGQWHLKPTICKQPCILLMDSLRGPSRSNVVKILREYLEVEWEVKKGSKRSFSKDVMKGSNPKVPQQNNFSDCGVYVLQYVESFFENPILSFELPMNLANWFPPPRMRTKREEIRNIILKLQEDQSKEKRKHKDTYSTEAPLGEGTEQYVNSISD
UBC13 polyUb = blocks human UBC13 polyubiquitin chain formation; AID 485273; inhibition, % at 20 µM; actives 0.47% (n = 330,000); TR-FRET; P61088; in the data active means inhibition above about 45%, passing the limit was not always enough; inconclusive means no clear call, values can overlap the other calls
SENP8 block-2 = inhibitors of human SENP8 protease. recombinant SENP8, Nedd8 substrate fluorescence. inhibition, % at 20 µM. actives 0.64% (n = 360,000). AID 602440; in the data active means inhibition mostly above about 40%, no sharp cut-off; inactive means mostly below about 27%
The depositor's hits bear a star.

COc1ccccc1C(=O)NC(=O)COC(=O)CNC(=O)c1ccccc1 was read as APOBEC3G inh -6, SENP1 inh 2, SENP7 inh -2, SENP8 block-1 11, Apaf-1 inh -6, SENP6 block 1, UBC13 polyUb 8 and SENP8 block-2 -8.
`COc1nc2ccccc2c(=O)n1OCC(C)C` gave APOBEC3G inh -4, SENP1 inh 0, SENP7 inh -3, SENP8 block-1 -14, Apaf-1 inh -7, SENP6 block 3, UBC13 polyUb -4 and SENP8 block-2 17.
Screening Cn1cnnc1SCC(=O)Nc1ccc(S(=O)(=O)N2CCOCC2)cc1 returned APOBEC3G inh -8, SENP1 inh 0, SENP7 inh 1, SENP8 block-1 -1, Apaf-1 inh -2, SENP6 block -6, UBC13 polyUb 0 and SENP8 block-2 2.
`O=C(Nc1ccc(S(=O)(=O)Nc2ncccn2)cc1)c1ccc(Cl)c([N+](=O)[O-])c1` gave APOBEC3G inh 0, SENP1 inh 0, SENP7 inh 2, SENP8 block-1 -3, Apaf-1 inh -8, SENP6 block -3, UBC13 polyUb -3 and SENP8 block-2 15.
COCCNc1nnc(Cc2ccc(OC)c(OC)c2)c(=O)[nH]1 was read as APOBEC3G inh -11, SENP1 inh 2, SENP7 inh -6, SENP8 block-1 -1, Apaf-1 inh 6, SENP6 block -17, UBC13 polyUb 1 and SENP8 block-2 10.
`O=C(CNCc1ccc(F)cc1)Nc1ccc(S(=O)(=O)N2CCOCC2)cc1` gave APOBEC3G inh -1, SENP1 inh 1, SENP7 inh 2, SENP8 block-1 5, Apaf-1 inh -1, SENP6 block 9, UBC13 polyUb -6 and SENP8 block-2 13.
`Cc1cc(Br)c(NC(=O)CSc2n[nH]c(N)n2)c(Br)c1` gave APOBEC3G inh 3, SENP1 inh 1, SENP7 inh 5, SENP8 block-1 -8, Apaf-1 inh 5, SENP6 block -8, UBC13 polyUb 2 and SENP8 block-2 0.
`COCC1CCCN(C(=O)c2ccc3oc(C(C)C)nc3c2)C1` (configuration not stated) gave APOBEC3G inh -7, SENP1 inh 1, SENP7 inh -9, SENP8 block-1 -5, Apaf-1 inh -5, SENP6 block 2, UBC13 polyUb -8 and SENP8 block-2 11.
Screening Cc1ccc2cc(C)c(SCC(=O)Nc3ccc(S(=O)(=O)N4CCCC4)cc3)nc2c1 returned APOBEC3G inh 4, SENP1 inh 0, SENP7 inh -9, SENP8 block-1 -6, Apaf-1 inh 16, SENP6 block -15, UBC13 polyUb -12 and SENP8 block-2 4.
Cc1ccc(OCc2cc(C(=O)N3CCc4[nH]cnc4C3c3ccccn3)no2)cc1C (configuration not stated) was read as APOBEC3G inh -7, SENP1 inh -2, SENP7 inh 11, SENP8 block-1 -6, Apaf-1 inh -3, SENP6 block -2, UBC13 polyUb -8 and SENP8 block-2 -2.
`O=C(c1ccco1)N1CCN(Cc2nc3ccccc3c(=O)n2-c2ccc(F)cc2)CC1` gave APOBEC3G inh -10, SENP1 inh 0, SENP7 inh 4, SENP8 block-1 -4, Apaf-1 inh -20, SENP6 block -3, UBC13 polyUb 20 and SENP8 block-2 12.
CC(C)Cc1ccc(S(=O)(=O)N2CCN(C(=O)c3ccco3)CC2)cc1 was read as APOBEC3G inh -6, SENP1 inh -2, SENP7 inh 4, SENP8 block-1 2, Apaf-1 inh 10, SENP6 block 5, UBC13 polyUb -8 and SENP8 block-2 26.
`COc1ccc(NC(=O)C(NC(=O)c2ccc(=O)[nH]c2)c2ccc(OC)cc2)cc1` (configuration not stated) gave APOBEC3G inh -4, SENP1 inh -5, SENP7 inh 0, SENP8 block-1 -2, Apaf-1 inh -3, SENP6 block -18, UBC13 polyUb 8 and SENP8 block-2 2.
For Cc1cc(C)n2nc(C(=O)N3CCOCC3)nc2n1 the results were APOBEC3G inh -6, SENP1 inh 1, SENP7 inh -15, SENP8 block-1 -7, Apaf-1 inh 6, SENP6 block 16, UBC13 polyUb -14 and SENP8 block-2 15.
CCN(CC(=O)Nc1ccc(NC(C)=O)cc1)C(=O)C1CCC1 was read as APOBEC3G inh -5, SENP1 inh 1, SENP7 inh -3, SENP8 block-1 1, Apaf-1 inh -5, SENP6 block 5, UBC13 polyUb -3 and SENP8 block-2 4.
Cn1c(NCc2ccco2)nc2c1c(=O)n(Cc1ccc(Cl)cc1Cl)c(=O)n2C was read as APOBEC3G inh -3, SENP1 inh 0, SENP7 inh 0, SENP8 block-1 -1, Apaf-1 inh 4, SENP6 block -21, UBC13 polyUb -3 and SENP8 block-2 12.
Screening O=C(OCc1cc2ccccc2[nH]c1=O)c1ccco1 returned APOBEC3G inh -8, SENP1 inh -2, SENP7 inh -2, SENP8 block-1 -3, Apaf-1 inh -13, SENP6 block -19, UBC13 polyUb 0 and SENP8 block-2 -20.
CCCCOc1ncnc2c1[nH]c1ccc(OCC)cc12 was read as APOBEC3G inh -6, SENP1 inh -1, SENP7 inh -4, SENP8 block-1 -8, Apaf-1 inh -15, SENP6 block 3, UBC13 polyUb -2 and SENP8 block-2 -291.
Screening CCCCn1c(N)c(N(CC)C(=O)C2CCN(C(=O)c3ccccc3C)CC2)c(=O)[nH]c1=O returned APOBEC3G inh -9, SENP1 inh 0, SENP7 inh -10, SENP8 block-1 5, Apaf-1 inh -4, SENP6 block -4, UBC13 polyUb 0 and SENP8 block-2 20.
Cc1cccc(OCc2n[nH]c(=S)n2C2CCCCC2)c1 was read as APOBEC3G inh 1, SENP1 inh 0, SENP7 inh 2, SENP8 block-1 1, Apaf-1 inh 4, SENP6 block -18, UBC13 polyUb 8 and SENP8 block-2 0.
Screening O=C1CC(Cc2ccccc2)C(=O)N1CCCn1ccnc1 (configuration not stated) returned APOBEC3G inh -9, SENP7 inh -6, SENP8 block-1 -14, Apaf-1 inh 4, SENP6 block 0 and UBC13 polyUb -4.
`Cc1cc2ccccc2n1CCNC(=O)COc1ccccc1` gave APOBEC3G inh 1, SENP1 inh -41, SENP7 inh 0, SENP8 block-1 -9, Apaf-1 inh 26, SENP6 block -14, UBC13 polyUb -2 and SENP8 block-2 -54.
For O=C(Nc1c(Cl)cccc1Cl)c1cc(-c2ccco2)on1 the results were APOBEC3G inh 1, SENP1 inh 0, SENP7 inh -2, SENP8 block-1 5, Apaf-1 inh 12, SENP6 block -24, UBC13 polyUb 6 and SENP8 block-2 -2.
Screening Cc1cccc(NC(=O)CCN2CCN(C/C=C/c3ccccc3)CC2)c1 returned APOBEC3G inh -7, SENP1 inh 0, SENP7 inh -9, SENP8 block-1 -9, Apaf-1 inh 12, SENP6 block -35, UBC13 polyUb 4 and SENP8 block-2 5.
For Cc1ccnc(N(C(=O)Nc2ccccc2)C2=NCC(C)(C)S2)c1 the results were APOBEC3G inh -6, SENP1 inh 0, SENP7 inh 5, SENP8 block-1 -8, Apaf-1 inh -9, SENP6 block -1, UBC13 polyUb -1 and SENP8 block-2 24.
`CCN(CCn1cccn1)C(=O)c1cc(COc2cc(C)ccc2C)on1` gave APOBEC3G inh 1, SENP1 inh -2, SENP7 inh -11, SENP8 block-1 3, Apaf-1 inh 13, SENP6 block 8, UBC13 polyUb -8 and SENP8 block-2 -5.
`CC(C)CNC(=O)C(=O)NCCCN1CCOCC1` gave APOBEC3G inh -4, SENP1 inh 1, SENP7 inh 12, SENP8 block-1 -7, Apaf-1 inh -8, SENP6 block 0, UBC13 polyUb -5 and SENP8 block-2 12.
O=C(N/N=C/c1ccc(Cl)cc1)c1n[nH]c2c1CCCC2 was read as APOBEC3G inh -2, SENP1 inh 1, SENP7 inh -5, SENP8 block-1 -8, Apaf-1 inh -9, SENP6 block -8, UBC13 polyUb 8 and SENP8 block-2 4.
`CCOc1ccc2ccccc2c1/C=N/NC(=O)c1cc(C)[nH]n1` gave APOBEC3G inh -5, SENP1 inh 2, SENP7 inh -5, SENP8 block-1 3, Apaf-1 inh 7, SENP6 block 7, UBC13 polyUb 1 and SENP8 block-2 -54.
Screening O=C(NCC1CCCO1)c1ccc(Cl)c(S(=O)(=O)Nc2ccccc2)c1 (configuration not stated) returned APOBEC3G inh -14, SENP1 inh -1, SENP7 inh -1, SENP8 block-1 -2, Apaf-1 inh 4, SENP6 block -10, UBC13 polyUb -10 and SENP8 block-2 4.

Looked up by structure from the list above (three):
Screening O=C1CC(Cc2ccccc2)C(=O)N1CCCn1ccnc1 (configuration not stated) returned APOBEC3G inh -9, SENP7 inh -6, SENP8 block-1 -14, Apaf-1 inh 4, SENP6 block 0 and UBC13 polyUb -4.
`CC(C)CNC(=O)C(=O)NCCCN1CCOCC1` gave APOBEC3G inh -4, SENP1 inh 1, SENP7 inh 12, SENP8 block-1 -7, Apaf-1 inh -8, SENP6 block 0, UBC13 polyUb -5 and SENP8 block-2 12.
Screening Cc1cccc(NC(=O)CCN2CCN(C/C=C/c3ccccc3)CC2)c1 returned APOBEC3G inh -7, SENP1 inh 0, SENP7 inh -9, SENP8 block-1 -9, Apaf-1 inh 12, SENP6 block -35, UBC13 polyUb 4 and SENP8 block-2 5.

Remaining list, next part:
Cc1nc(N2CCN(S(=O)(=O)c3ccc(F)cc3)CC2)c2c(C)c(C)sc2n1 was read as APOBEC3G inh 4, SENP1 inh 1, SENP7 inh 2, SENP8 block-1 -131, Apaf-1 inh 9, SENP6 block -7, UBC13 polyUb 2 and SENP8 block-2 13.
`CCOC(=O)c1c(NC(=S)NC(=O)c2ccc(Cn3cc(Cl)cn3)o2)sc2c1CCC(C)C2` (configuration not stated) gave APOBEC3G inh -6, SENP1 inh -1, SENP7 inh -1, SENP8 block-1 -4, Apaf-1 inh 2, SENP6 block -6, UBC13 polyUb -24 and SENP8 block-2 32.
Screening CCC(C)NC(=O)c1cnn2c1NC(c1cccs1)CC2C(F)(F)F (configuration not stated) returned APOBEC3G inh 1, SENP1 inh 0, SENP7 inh 5, SENP8 block-1 -2, Apaf-1 inh 11, SENP6 block -16, UBC13 polyUb 6 and SENP8 block-2 10.
Cc1cc2occ(CC(=O)N(C)CC(=O)Nc3ccc(F)cc3)c2cc1C was read as APOBEC3G inh -12, SENP1 inh 2, SENP7 inh -6, SENP8 block-1 -12, Apaf-1 inh 17, SENP6 block -10, UBC13 polyUb 15 and SENP8 block-2 5.
Screening Cn1ccc(=Nc2ccc(NC(=O)c3ccc(N=c4ccn(C)c5ccc([N+](=O)[O-])cc45)cc3)cc2)cc1 returned APOBEC3G inh 10, SENP1 inh -2, SENP7 inh 0, SENP8 block-1 9, Apaf-1 inh 9, SENP6 block 1, UBC13 polyUb inconclusive and SENP8 block-2 29.
`COc1ccc(C(=O)Nc2sc3c(c2C(=O)O)CC(C)(C)OC3)cc1` gave APOBEC3G inh -9, SENP1 inh 3, SENP7 inh 43, SENP8 block-1 44, Apaf-1 inh -4, SENP6 block 63*, UBC13 polyUb 23 and SENP8 block-2 -278.
CCN(c1ccc2c(c1)OCO2)S(=O)(=O)c1cc(Br)cc2c1N(C(=O)C1CC1)CC2 was read as APOBEC3G inh 3, SENP1 inh -4, SENP7 inh 2, SENP8 block-1 2, Apaf-1 inh 22, SENP6 block -5, UBC13 polyUb -10 and SENP8 block-2 22.
`O=C(c1ccco1)N1CCCC(c2nc3c(nnn3Cc3cccc(Cl)c3)c(=O)[nH]2)C1` (configuration not stated) gave APOBEC3G inh -5, SENP1 inh 0, SENP7 inh 2, SENP8 block-1 7, Apaf-1 inh 12, SENP6 block 0, UBC13 polyUb -1 and SENP8 block-2 15.
CC(C)c1ccc(C(=O)NN2CCOCC2)cc1 was read as APOBEC3G inh -2, SENP1 inh -1, SENP7 inh -1, SENP8 block-1 1, Apaf-1 inh 4, SENP6 block -9, UBC13 polyUb 3 and SENP8 block-2 7.
`CCOC(=O)N/N=C/c1c(C)c(C(=O)c2ccc(F)cc2)n2ccccc12` gave APOBEC3G inh -1, SENP1 inh 2, SENP7 inh 4, SENP8 block-1 4, Apaf-1 inh 0, SENP6 block 2, UBC13 polyUb -5 and SENP8 block-2 13.
